M5 ag: human M5 muscarinic receptor agonists, primary screen, CHO-K1 cells, Fluo-8 calcium fluorescence. AID 624037, 2012. 360,000 tested, 0.19% active. CHO-K1 hM5 cells; 0% DMSO wells, 100% maximal acetylcholine response. activation, % at 3 µM;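 active = activation above the run's mean over test compounds plus 3 SD, cut at about 23% in these data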;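 note: signal is peak over basal fluorescence ratio across the kinetic read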
CHRM5 antagonist: human M5 muscarinic receptor antagonists, primary screen, CHO cells, Fluo-8 calcium fluorescence; Muscarinic acetylcholine receptor M5 (Homo sapiens), P08912; CHO-hM5 cells, ACh EC80; inhibition, % at 3 µM; 360,000 tested, 0.59% active;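 active = inhibition above a per-plate cutoff, the mean of that plate's test compounds plus 3 SD, cut at about 27% in these data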;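 note: 0% = acetylcholine EC80 with DMSO and 100% = DMSO without agonist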
M5 PAM: human M5 muscarinic receptor positive allosteric modulators, primary screen, CHO-K1 cells, Fluo-8 calcium fluorescence; activation, % at 3 µM; Muscarinic acetylcholine receptor M5 (Homo sapiens), P08912; 360,000 tested, 0.3% active; CHO-K1 hM5, ACh EC20 PAM; 0% = ACh EC20, 100% = ACh EC100; AID 624038, 2012;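 active = activation above the run cutoff, the mean activation of all test compounds plus 3 SD, cut at about 18% in these data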
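System: CHO-K1 cell line with stable human muscarinic M5 receptor expression | Also added: EC20 acetylcholine as agonist stimulus | Compound: One concentration, 3 µM final (nominal) | Timing: Fluo-8 loading 80 min at 37 °C plus 30 min room temperature | Measured by: Fluo-8 calcium dye fluorescence, kinetic read | Read-out basis: % activation, ACh-normalized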
M1 PAM: human M1 muscarinic receptor positive allosteric modulators, primary screen, CHO-K1 cells, Fluo-8 calcium fluorescence, 1536-well | CHO-K1 hM1, ACh EC20; 0% = ACh EC20, 100% = maximal ACh | activation, % at 3 µM | 360,000 tested, 0.088% active | AID 588819, 2011; in the data active = activation above about 19%, passing the limit was not always enough
Target sequence (P11229 whole entry, looked up): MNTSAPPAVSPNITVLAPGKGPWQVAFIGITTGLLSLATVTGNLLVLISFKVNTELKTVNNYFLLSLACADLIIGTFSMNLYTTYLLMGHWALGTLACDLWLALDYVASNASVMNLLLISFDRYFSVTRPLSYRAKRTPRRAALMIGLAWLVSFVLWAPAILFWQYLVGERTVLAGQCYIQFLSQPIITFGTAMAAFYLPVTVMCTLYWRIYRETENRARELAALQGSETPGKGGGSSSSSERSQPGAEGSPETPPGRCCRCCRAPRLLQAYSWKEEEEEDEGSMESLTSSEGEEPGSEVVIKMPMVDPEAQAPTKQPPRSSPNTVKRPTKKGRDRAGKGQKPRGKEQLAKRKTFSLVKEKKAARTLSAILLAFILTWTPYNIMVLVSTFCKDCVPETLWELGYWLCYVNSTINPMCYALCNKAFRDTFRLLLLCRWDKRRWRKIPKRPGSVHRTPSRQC
M4 antag: human M4 muscarinic receptor antagonists, primary screen, CHO cells, Fluo-8 calcium fluorescence. Muscarinic acetylcholine receptor M4 (Homo sapiens), P08173. inhibition, % at 3 µM. CHO-hM4 cells, ACh EC80. 360,000 tested, 0.73% active;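 active = inhibition above its plate's cutoff, the mean inhibition of sample wells plus 3 SD, cut at about 27% in these data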;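 note: 0% = acetylcholine EC80 with DMSO and 100% = DMSO without agonist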
Target sequence (P08173 whole entry, looked up): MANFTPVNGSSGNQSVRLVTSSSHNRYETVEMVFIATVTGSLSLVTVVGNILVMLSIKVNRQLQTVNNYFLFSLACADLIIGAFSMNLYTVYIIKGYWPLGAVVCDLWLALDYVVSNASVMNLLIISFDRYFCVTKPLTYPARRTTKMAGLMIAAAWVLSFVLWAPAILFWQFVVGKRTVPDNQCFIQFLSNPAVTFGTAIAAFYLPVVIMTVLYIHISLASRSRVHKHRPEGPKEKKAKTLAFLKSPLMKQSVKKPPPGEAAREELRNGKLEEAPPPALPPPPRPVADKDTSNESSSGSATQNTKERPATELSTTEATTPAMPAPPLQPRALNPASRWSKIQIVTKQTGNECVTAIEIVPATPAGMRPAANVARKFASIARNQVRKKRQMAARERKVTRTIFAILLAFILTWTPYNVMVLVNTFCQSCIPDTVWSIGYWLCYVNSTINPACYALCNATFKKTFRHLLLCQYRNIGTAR
CHRM4 PAM: human M4 muscarinic receptor positive allosteric modulators, primary screen, CHO-K1 cells, Fluo-8 calcium fluorescence | Muscarinic acetylcholine receptor M4 (Homo sapiens), P08173 | CHO-K1 hM4/Gqi5, ACh EC20; 0% = ACh EC20, 100% = maximal ACh | activation, % at 3 µM | 360,000 tested, 0.4% active;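 active = activation above its plate's cutoff, the mean activation of sample wells plus 3 SD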; note: some results filed as inactive read as strong as hits
CRFBP-R2 agonist: agonists of CRF-BP/CRF-R2 complex, primary screen, cell-based, HEK293, calcium dye fluorescence, uHTS | 350,000 tested, 0.46% active | CRF-binding protein / CRF receptor 2 complex (human) | calcium dye fluorescence (FLIPR); percent of saturating CRF peptide response | AID 588473, 2011 | activation, % at 13.2 µM;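 active = activation of at least 50%, plus an integration ratio under a set limit after plate pattern correction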;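 note: plate controls were neutral control wells without compound for no effect and CRF at EC100 for full effect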
M4 ag: human M4 muscarinic receptor agonists, primary screen, CHO-K1 cells, Fluo-8 calcium fluorescence | Muscarinic acetylcholine receptor M4 (Homo sapiens), P08173 | CHO-K1 hM4/Gqi5; vehicle 0%, full acetylcholine response 100% | 360,000 tested, 0.14% active | activation, % at 3 µM;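 active = activation above the run mean over all test wells plus 3 SD, cut at about 32% in these data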;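 note: peak over basal fluorescence ratio per well then scaled between controls; 0% = DMSO wells and 100% = acetylcholine at EC100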
CHRM1 antagonist: human M1 muscarinic receptor antagonists, primary screen, CHO-K1 cells, Fluo-8 calcium fluorescence, 1536-well; Muscarinic acetylcholine receptor M1 (Homo sapiens), P11229; CHO-K1 hM1, ACh EC80 antagonist; inhibition, % at 3 µM; 360,000 tested, 1.3% active; AID 588852, 2011;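 active = percent inhibition above its own plate's cutoff, namely the mean of that plate's compound wells plus 3 SD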;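 note: peak over basal fluorescence ratio during 140 s after agonist addition; 0% = ACh EC80 plus DMSO and 100% = DMSO alone without agonist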
Starred values were filed as active, the others as inactive; / = not tested or not shown.

SMILES	M5 ag	CHRM5 antagonist	M5 PAM	M1 PAM	M4 antag	CHRM4 PAM	CRFBP-R2 agonist	M4 ag	CHRM1 antagonist
Cc1ccc(NC2CCCCC2NS(=O)(=O)c2ccccc2)c(C)c1 (stereo not given)	-3	5	-3	8	-3	1	-1.1	-1	-14
COc1c(C=O)cc2c3c1CCCN3CCC2	-3	-7	16	5	-9	2	1.1	0	-5
CCCC/C(O)=C1\C(=O)CC(C)(C)CC1=NCCCCCC(=O)O	1	-10	10	4	2	-1	0.8	0	1
Cc1ccc2nc(C(C)(C)C)c(Cc3cccc(F)c3)n2c1	-8	10	-21	-23	19	-15	/	-2	14
CCOC(=O)Nc1ccc2c3c(cccc13)-c1ccccc1-2	-3	13	3	2	1	-2	8.4	0	1
Cc1ccc(C)c(N2CCN(C(=O)C3CCCN(c4ncnc5c4nc4n5CCCCC4)C3)CC2)c1 (stereo not given)	5	3	-6	-12	3	-9	-0.9	22	26
CC(C)(O)C#Cc1cccc(-c2nc(C(=O)NCCCN3CCOCC3)cc3c2[C@H](CCO)N(S(=O)C(C)(C)C)C3)c1 (stereo not given in full)	-2	5	0	3	-9	3	/	1	-22
Cc1cccc(C)c1N1CCN(C(=O)N2CCOCC2)CC1	-1	7	-1	6	-6	-6	-0.8	1	-2
CN(C)CCN(C(=O)c1ccc(C(=O)c2ccccc2)cc1)c1nc2cc3c(cc2s1)OCCO3	-6	7	0	-4	-9	3	0.3	1	11
COc1cc(NC(=O)C2CCCC2)c(OC)cc1Cl	-5	1	5	10	-1	-2	2.3	-1	-32
Cc1ccccc1CS(=O)(=O)Cc1ccc(C(=O)NCCc2ccccc2)o1	1	6	-7	-2	12	-10	-1.6	26	15
CCOC(=O)Nc1cc(C(=O)OCC)c(C)nc1C	3	-5	4	-2	-7	20	0.0	-1	8
CCN(CC)CCN1C(=O)C(=O)/C(=C(/O)c2c(C)[nH]c(C(=O)OC)c2C)C1c1ccc(OC)cc1 (stereo not given)	-1	3	-2	6	3	2	-0.7	0	-6
COc1ccc(S(=O)(=O)N2CCOC2CNC(=O)C(=O)NCc2ccc3c(c2)OCO3)cc1C (stereo not given)	0	-2	-1	4	-8	-1	-1.3	7	-15
C/C(Cc1ccccc1)=N\NC(=O)CNC(=O)Cc1ccccc1	-2	4	1	-3	-11	-1	0.7	1	5
O=C(O)C1OC(Oc2cc3oc(-c4ccccc4)cc(=O)c3c(O)c2O)C(O)C(O)C1O (stereo not given)	3	8	-2	1	-8	5	-2.1	1	-2
C/C(=N\NC(=O)c1c[nH]c2ccccc12)c1ccc2c(c1)OCO2	3	1	1	-5	2	-6	1.1	1	7
Cc1cccc(-c2ncc(S(=O)(=O)C(C)(C)C)c(N)n2)c1	7	-4	4	9	-10	25	2.3	1	-27
CCc1ccc(C(=O)N2CCCN(C)CC2)s1	-7	9	-4	-8	4	-5	-0.8	1	18
OCC[C@H]1C[C@@H](O)[C@H](O)[C@@]2(Cc3ccccc3O2)O1	2	8	1	9	0	6	-0.9	1	-12
CCOC(=O)C1=C(C)N(C)C(=S)NC1c1c(OCC)ccc2ccccc12 (stereo not given)	1	-1	13	4	-8	5	-4.1	1	-2
CC(C)C(=O)NNC(=O)c1cc2sccc2s1	2	10	-2	4	-3	2	0.9	1	-8
Cc1nnc(SCC(=O)N2CCC(c3noc4ccc(F)cc34)CC2)s1	-3	2	5	7	1	-10	-3.1	1	-3
COc1ccc(CCNC(=O)Cc2ccc(NS(=O)(=O)c3ccc(F)cc3)cc2)cc1OC	-1	14	-6	8	-6	6	0.1	2	-5
Cn1ncc2c(=O)n(/N=C/c3ccccc3)cnc21	0	2	-2	13	2	5	1.1	1	-9
CCCCN1CC[C@H]2C=CC[C@@H](C(=O)Nc3ccccc3)[C@H]2C1=O	5	0	8	6	-1	10	0.2	1	-10
COC(=O)C1(O)CC(CC(C)C)=NN1C(=O)c1ccccc1 (stereo not given)	0	3	0	3	7	1	0.8	0	0
CCOc1ccc(C(CCc2ccccc2)NC(=O)c2ccccc2OC)cc1OCC (stereo not given)	3	-8	-1	6	-16	4	4.3	0	2
COc1cc(C2NC(=O)NC(c3ccccc3)=C2C(C)=O)ccc1OCC#N (stereo not given)	1	7	1	0	4	6	2.3	2	-4
O=C(Nc1ccc2c(c1)OCO2)C1CC1	1	5	2	9	6	9	-0.5	1	10
CCCCOc1ccc(C(O)C(CN2CCCCC2)c2ccccc2)cc1 (stereo not given)	-9	22	-18	-31	23	-15	-0.5	5	35*
COc1cc(CNc2nc3ccccc3[nH]2)cc(OC)c1OC	-1	-1	0	10	13	7	-0.5	0	-6
Cc1ccc2[nH]cc(C(=O)CN3CCN(c4ccccc4F)CC3)c2c1	7	4	-7	1	-5	0	0.8	10	-5
Cc1nc2ccc(NC(=O)c3nn(C(C)C)c(=O)c4ccccc34)cc2s1	-2	11	-11	0	-6	-6	2.1	1	8
CCN(CC)c1ccc(C=Nc2cc(C)ccc2C)c(O)c1	-2	0	3	14	-1	25*	5.1	1	3
COc1cc(/C=C/c2[nH]c(=O)[nH]c(=O)c2[N+](=O)[O-])cc(OC)c1O	2	10	3	11	-1	3	-1.7	0	-19
O=C(NCC1CCCO1)c1ccc(Cl)c(NS(=O)(=O)c2ccc(F)cc2)c1 (stereo not given)	-1	1	3	2	0	2	0.6	1	-7
CCCc1noc(-c2cccc([N+](=O)[O-])c2)n1	-3	17	-5	-1	-7	-3	-0.2	1	1
CCOc1ccccc1-c1nc(CN2CCC(C(=O)N3CCOCC3)CC2)c(C)o1	-1	-11	2	-4	1	4	0.9	1	10
O=C(Nc1ccc(NC(=O)C2CC2)nc1)c1ccccn1	-4	-10	-5	5	-4	-5	-1.5	4	-3
O=C(N/N=C/c1ccc([N+](=O)[O-])o1)c1ccc2c(c1)OCO2	-1	-8	1	4	-3	1	-1.1	0	7
Cc1cccc(CN2CCN(C3CN(Cc4cn(Cc5ccccc5)nn4)S(=O)(=O)C3)CC2)c1 (stereo not given)	-3	2	-4	/	-6	0	/	2	/
CCC(C)NC(=O)CCSCCC(=O)NC(C)CC (stereo not given)	1	-4	0	6	-1	-2	7.4	0	-3
CCCCC(=O)N/N=C/c1ccc(-c2ccc([N+](=O)[O-])cc2)o1	-2	15	4	1	-6	-1	14	0	0
O=C1C(Cc2ccc(O)cc2)NC(=S)N1Cc1ccccc1 (stereo not given)	-14	-3	11	7	15	-2	-0.8	2	-8
O=C(COC(=O)C12CC3CC(CC(C3)C1)C2)Nc1ccc2[nH]c(=O)[nH]c2c1	1	-20	2	7	-12	1	-0.7	1	-7
COc1cc2c(cc1OC)C(c1ccc(Br)cc1)N(C(=O)c1ccccc1C(=O)O)CC2 (stereo not given)	-4	8	5	1	-5	8	2.4	4	-5
Cc1ccc(-n2c(C)cc(C=C3C(=O)N(C)C(=O)N(C)C3=O)c2C)cc1	-5	3	4	11	-12	17	1.6	1	-16
Cc1ccc(/C=C/C(=O)OCC(=O)NCc2cccs2)o1	0	16	9	4	-5	5	-1.5	1	-12
CC1(C(=O)NC2CCCCC2)CCC(=O)N1C1CCN(Cc2ccccc2)CC1 (stereo not given)	2	6	-1	1	-1	0	/	0	4
O=C(Nc1ccnc(-c2ccncc2)n1)c1cccs1	-2	-4	14	7	-15	12	3.7	1	-2
COc1ccc(S(=O)(=O)Oc2ccc3ccccc3c2)cc1	-4	5	-9	0	5	-7	1.3	0	-1
OC[C@@H]1CN(Cc2ccccc2)C[C@H](n2ccc3c(N4CCCC4)ncnc32)O1	3	15	2	12	-2	2	/	2	-17
COc1ccc(N2C(=O)/C(=C3/C=CC=CN3C)SC2=S)cc1	-3	-7	3	1	0	20	-2.3	0	0
CS(=O)(=O)N1CCN(C(=O)c2cccnc2)CC1	0	-6	2	-1	4	2	2.6	1	-17
CCCNC(=O)c1cc2c(c(-c3cccc(-c4ccc(F)cc4)c3)n1)[C@H](CCO)N(S(=O)C(C)(C)C)C2 (stereo not given in full)	4	5	-5	-13	-9	-10	/	21	33
NC(=O)C1(N2CCCCC2)CCN(C(=S)NCCc2ccccc2)CC1	2	2	0	-1	0	1	-1.4	3	7
Cc1ccc(OCCn2ccc(=O)[nH]c2=O)cc1C	0	3	1	10	-3	4	-2.0	1	-10
COc1cc(C(=O)NCCN2CCN(C(=O)c3cc(OC)c(OC)c(OC)c3)CC2)cc(OC)c1OC	-4	-3	0	0	-3	-4	1.6	0	-2
CCn1nc(C(=O)Nc2cc(Cl)ccc2-n2cncn2)c2ccccc2c1=O	2	0	0	7	-9	11	-0.9	2	-7

Compound profiles (already shown).
OC[C@@H]1CN(Cc2ccccc2)C[C@H](n2ccc3c(N4CCCC4)ncnc32)O1 is listed with M5 ag: 3; CHRM5 antagonist: 15; M5 PAM: 2; M1 PAM: 12; M4 antag: -2; CHRM4 PAM: 2; CRFBP-R2 agonist: /; M4 ag: 2; CHRM1 antagonist: -17
CCn1nc(C(=O)Nc2cc(Cl)ccc2-n2cncn2)c2ccccc2c1=O is listed with M5 ag: 2; CHRM5 antagonist: 0; M5 PAM: 0; M1 PAM: 7; M4 antag: -9; CHRM4 PAM: 11; CRFBP-R2 agonist: -0.9; M4 ag: 2; CHRM1 antagonist: -7

More entries
SMILES	M5 ag	CHRM5 antagonist	M5 PAM	M1 PAM	M4 antag	CHRM4 PAM	CRFBP-R2 agonist	M4 ag	CHRM1 antagonist
COc1cc(CNCCO)ccc1OCCc1ccccc1	5	23	5	7	29*	20*	-0.6	8	-20
Cc1ccc(NCC(=O)N/N=C\c2ccc([N+](=O)[O-])o2)cc1	0	3	-6	10	9	0	-0.9	2	-7
CC(=O)c1ccc(NC(=O)C2CCC(C)(C(=O)O)C2(C)C)cc1 (stereo not given)	-1	6	-4	0	6	1	0.4	0	-2
CCOC(=O)[C@]12CCC=C1N(Cc1cccc3ccccc13)C(=O)[C@H](CC(=O)NCC13CC4CC(CC(C4)C1)C3)C2	4	4	6	/	-8	2	/	1	/
NC(=O)c1nsc(C(=O)N(c2ccc(Cl)cc2)C(C(=O)NCC2CCCO2)c2cccs2)c1N (stereo not given)	-2	-10	1	6	-10	4	-0.6	1	-6
Cc1ccc(NC(=O)NCCSc2ccc(C)cc2)cc1	-11	-2	-10	-3	-14	8	1.1	5	0
CCOC(=O)CC1=NN(c2ccccc2)C(=O)C1=c1sc(=C2SC(C)=C(C)N2CC)c(=O)n1CC	-1	-3	9	10	3	4	-1.9	0	-10
O=C(C1CCN(S(=O)(=O)c2ccccc2[N+](=O)[O-])CC1)N1CCOCC1	0	-16	3	15	-7	9	-1.5	0	-7

High-throughput results (PubChem BioAssay)
